ASAP1 inh: ASAP1 ArfGAP inhibition | Q9ULH1 | ASAP1-stimulated ARF1 GTP hydrolysis, GDP FP detection | inhibition, % at 16.5 µM | 0.19% of 360,000 active; in the data active means inhibition above about 25%;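 further: 0% = vehicle with enzyme and substrate and 100% = no enzyme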
ADAM10 inh: ADAM10 inhibition, QFRET primary screen; inhibition, % at 7 µM; 0.62% of 370,000 active; recombinant ADAM10, EDANS/DABCYL FRET peptide cleavage, 3 h; O14672; AID 720582;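 active means inhibition above a per-campaign cutoff equal to the mean of compounds falling between control-based bounds plus 3 SD, cut at about 20% in these data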;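 further: 0% = DMSO wells while the 100% control is not disclosed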
rCAG binder: binds r(CAG) RNA repeats; r(CAG) RNA repeat, TO-PRO-1 dye displacement fluorescence; inhibition, % at 3 µM; 1.3% of 370,000 active; AID 651821;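 active means inhibition above the plate cutoff, the mean of all test compounds on that plate plus 3 SD, cut at about 35% in these data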;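 further: 0% = DMSO alone and 100% = 100 µM mitoxantrone as full dye displacement; higher means more dye released from RNA so lower well fluorescence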
sPLA2-III inh: Blocks human group III sPLA2 activity; AID 743126; 0.56% of 370,000 active; inhibition, % at 12.2 µM; QFRET BODIPY PC-A2 liposome hydrolysis, fluorescence; Q9NZ20;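 active means inhibition above mean plus 3 SD of compounds lying within the high and low control bounds, cut at about 19% in these data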;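 further: 0% = median of test compound wells and 100% = no enzyme DMSO wells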
Target sequence (Q9NZ20 whole entry, looked up): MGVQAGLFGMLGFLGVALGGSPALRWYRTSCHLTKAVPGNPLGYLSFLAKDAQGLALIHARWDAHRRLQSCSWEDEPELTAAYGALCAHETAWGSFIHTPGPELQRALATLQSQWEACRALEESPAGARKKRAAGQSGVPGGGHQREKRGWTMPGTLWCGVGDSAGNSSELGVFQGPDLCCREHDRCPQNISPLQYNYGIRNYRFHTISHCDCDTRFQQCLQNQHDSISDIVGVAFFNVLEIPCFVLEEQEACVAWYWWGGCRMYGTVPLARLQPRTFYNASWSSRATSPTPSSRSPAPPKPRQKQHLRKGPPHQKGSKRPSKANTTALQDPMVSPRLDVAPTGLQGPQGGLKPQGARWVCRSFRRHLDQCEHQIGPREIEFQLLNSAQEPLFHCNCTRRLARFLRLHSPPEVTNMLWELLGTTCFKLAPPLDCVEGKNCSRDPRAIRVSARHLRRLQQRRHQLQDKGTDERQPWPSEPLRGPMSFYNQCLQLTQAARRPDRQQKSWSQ
GAA850 FXN act: frataxin GAA850 promoter activation. HEK293 lucGAA850 FXN promoter luciferase reporter, 24 h; percent of 10 µM SAHA response. activation, % at 6 µM. 0.56% of 360,000 active. AID 540364;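 active means activation above the average of all compounds screened plus 3 SD, cutoff fixed separately per campaign, cut at about 7.5% in these data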;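 further: 0% = DMSO wells and 100% = 10 µM SAHA wells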
Tn6 DDE FP: disrupts Tn6 cyclic peptide binding to fibrin D-Dimer-E complex | P02675 | Fibrin DD(E) TRITC-Tn6 fluorescence polarization displacement | inhibition, % at 8.3 µM | 0.21% of 370,000 active;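 active means inhibition above a per-campaign cutoff: mean of compounds within control limits plus 3 SD, cut at about 15% in these data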;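 further: 0% = median of all compound wells on the plate and 100% = blocking peptide control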
NPR2 activator: GC-B (human) receptor activation | P20594 | 0.11% of 370,000 active | activation, % at 10 µM | HEK293-GC-B cells, CNP EC30, cGMP TR-FRET; 0% at EC30 CNP, 100% saturating CNP | AID 1920062;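 active means activation at 10 µM reaching about 35% in either raw or pattern-adjusted values, limit read from the data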
ARFGAP1 inh: rat ARFGAP1 inhibition; Q62848; Arfgap1-stimulated ARF1 GTP hydrolysis, GDP FP detection; inhibition, % at 16.5 µM; 0.26% of 360,000 active;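 active means inhibition above a per-plate limit, mean inhibition of low control wells plus 3 SD, cut at about 25% in these data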;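 further: 0% = DMSO wells with enzyme and 100% = wells lacking Arfgap1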
Target sequence (Q62848 1-136 limits assumed): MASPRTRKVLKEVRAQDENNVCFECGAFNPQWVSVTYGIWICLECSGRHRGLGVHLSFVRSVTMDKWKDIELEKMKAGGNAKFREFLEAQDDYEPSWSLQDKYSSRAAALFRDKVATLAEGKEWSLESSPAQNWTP
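Replicates: Single well per compound | Assay system: Truncated rat Arfgap1 GAP domain | Control set: No-Arfgap1 wells (100%) versus DMSO full-reaction wells (0%) | Times: Enzyme reaction 120 min at 25 °C after 20 min preincubation | Reagent: Human ARF1(Δ1-17)-GTP substrate | Measured by: Tracer-displacement fluorescence polarization with EDTA stop, 620/688 nm | Measure: Percent inhibition of Arfgap1-stimulated GTP hydrolysis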
NPR1 activator: GC-A (human) enzyme activation; P16066; HEK293 GC-A cells, cGMP TR-FRET, EC30 ANP; 0% at EC30 ANP, 100% saturating ANP; activation, % at 10 µM; 0.14% of 370,000 active; AID 1671463; in the data active means activation above about 40%
KLK7 zymogen act: proKLK7 (human) activation, primary screen; purified proKLK7, EDANS-DABCYL substrate fluorescence; 100% is mature enzyme control, 0% vehicle; activation, % at 7 µM; 0.9% of 370,000 active; AID 652039;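 active means activation above the mean of all tested compounds plus 3 SD, computed per campaign excluding outliers beyond control limits, cut at about 13% in these data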
Target sequence (P49862 whole entry, looked up): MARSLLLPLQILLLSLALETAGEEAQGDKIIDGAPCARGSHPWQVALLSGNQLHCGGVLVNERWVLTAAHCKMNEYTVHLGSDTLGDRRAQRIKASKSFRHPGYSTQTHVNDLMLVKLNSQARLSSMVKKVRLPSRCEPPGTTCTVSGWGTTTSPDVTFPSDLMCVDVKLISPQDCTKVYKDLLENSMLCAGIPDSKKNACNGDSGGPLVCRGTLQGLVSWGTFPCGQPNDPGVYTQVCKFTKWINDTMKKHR
Numbers without * were called inactive; x = no result given. Rows were taken by chance. Share with any hit: about 4.5%.

SMILES	ASAP1 inh	ADAM10 inh	rCAG binder	sPLA2-III inh	GAA850 FXN act	Tn6 DDE FP	NPR2 activator	ARFGAP1 inh	NPR1 activator	KLK7 zymogen act
O=C(NCc1nnc2c(C(F)(F)F)cc(Cl)cn12)c1cccs1	6	-14	1	5	1.8	-3	7	-5	-2	-0.8
Cc1nn(C)c(C(=O)NC(=S)Nc2ccc([N+](=O)[O-])cc2)c1Cl	3	-1	2	12	-1.4	10	1	-4	3	-0.1
Cc1nn(-c2ccccc2)c2[nH]c(=O)cc(C(F)(F)F)c12	-5	-123	9	-18	-0.9	3	-8	6	-4	1.3
O=C(c1cn(-c2ccccc2)nc1-c1cccnc1)N1CCCC(C(F)(F)F)C1 (stereo not given)	-4	3	-7	-6	0.6	-5	1	-8	3	-0.2
Cc1sc2ncnc(SCC(=O)c3ccc4c(c3)OCCO4)c2c1-c1ccccc1	17	-2	8	4	1.6	-1	-10	0	-3	-0.3
COc1cc(NC(=O)COC(=O)Cc2ccc(-c3ccccc3)cc2)cc(OC)c1	2	17	10	-44	-0.6	-4	-5	12	6	0.1
Cc1cc2nnc(SCC(=O)NC3CCCCC3)n2c(N)n1	8	-6	6	6	0.4	-3	-6	4	0	0.4
CC(C)N1CCN(Cc2nc(-c3ccccc3)cs2)CC1CCO (stereo not given)	7	-9	-1	4	-0.1	4	7	1	4	-0.6
CCn1c(=O)cc(OCC(=O)NCCCN2CCC(C)CC2)c2ccccc21	4	-3	-2	1	-1.6	-1	-1	0	2	2.9
O=C(COC(=O)c1cc(=O)[nH]c2ccccc12)Nc1ccc(Cl)c(S(=O)(=O)N2CCOCC2)c1	-4	-110	7	-19	0.0	-3	-1	-2	-3	-18
CN(C)CCNC(=S)Nc1ccccc1C(C)(C)C	4	-9	0	16	-1.2	4	1	7	3	0.2
CCOc1ccccc1OCCCOc1ccc(C)cc1Br	-4	3	-1	-5	2.6	-1	-11	4	-6	0.1

Structural class: the compounds so far containing a Cl atom (three)
SMILES	ASAP1 inh	ADAM10 inh	rCAG binder	sPLA2-III inh	GAA850 FXN act	Tn6 DDE FP	NPR2 activator	ARFGAP1 inh	NPR1 activator	KLK7 zymogen act
O=C(NCc1nnc2c(C(F)(F)F)cc(Cl)cn12)c1cccs1	6	-14	1	5	1.8	-3	7	-5	-2	-0.8
Cc1nn(C)c(C(=O)NC(=S)Nc2ccc([N+](=O)[O-])cc2)c1Cl	3	-1	2	12	-1.4	10	1	-4	3	-0.1
O=C(COC(=O)c1cc(=O)[nH]c2ccccc12)Nc1ccc(Cl)c(S(=O)(=O)N2CCOCC2)c1	-4	-110	7	-19	0.0	-3	-1	-2	-3	-18

Back to the main list; the five compounds before the break are reprinted first.
SMILES	ASAP1 inh	ADAM10 inh	rCAG binder	sPLA2-III inh	GAA850 FXN act	Tn6 DDE FP	NPR2 activator	ARFGAP1 inh	NPR1 activator	KLK7 zymogen act
CC(C)N1CCN(Cc2nc(-c3ccccc3)cs2)CC1CCO (stereo not given)	7	-9	-1	4	-0.1	4	7	1	4	-0.6
CCn1c(=O)cc(OCC(=O)NCCCN2CCC(C)CC2)c2ccccc21	4	-3	-2	1	-1.6	-1	-1	0	2	2.9
O=C(COC(=O)c1cc(=O)[nH]c2ccccc12)Nc1ccc(Cl)c(S(=O)(=O)N2CCOCC2)c1	-4	-110	7	-19	0.0	-3	-1	-2	-3	-18
CN(C)CCNC(=S)Nc1ccccc1C(C)(C)C	4	-9	0	16	-1.2	4	1	7	3	0.2
CCOc1ccccc1OCCCOc1ccc(C)cc1Br	-4	3	-1	-5	2.6	-1	-11	4	-6	0.1
CCOc1ccc(NC(=O)N2CC=C(n3c(=O)[nH]c4ccccc43)CC2)cc1	-6	-2	-3	-11	-2.0	1	-15	15	1	1.0
Cc1ccc(NC(=O)CC2S/C(=N/N=C/c3c[nH]c4ccccc34)NC2=O)cc1 (stereo not given)	-3	6	47*	-19	3.8	1	-7	-1	-4	-0.6
CCOc1ccccc1NS(=O)(=O)c1cc2c3c(c1)C(C)C(=O)N3CCC2 (stereo not given)	7	-1	5	-46	3.4	-4	1	11	-2	-0.4
Cc1ccc(-n2nc3c(=O)n(CC(=O)NC4CCCCC4)nc(C)c3c2C)cc1	0	1	-4	4	-0.4	3	-4	6	4	-0.3
Nc1c(Cl)ncnc1NCCO	-10	3	-5	6	-0.7	-1	-1	-4	1	0.1
O=C(Nc1ccncc1)C1CCN(S(=O)(=O)c2cccs2)CC1	0	11	1	-4	0.8	-8	5	6	-4	0.6
O/N=C/c1ccccc1OCc1ccc(Cl)cc1	4	2	-2	-10	2.1	7	2	7	9	-0.3
Cc1noc(C)c1CS(=O)(=O)Cc1ccc(Cl)cc1	-4	8	0	6	0.8	4	2	-11	2	1.4
CN(C(=O)c1cccc(C#N)c1)c1nnc(-c2cnccn2)s1	1	-8	0	-2	0.4	0	-2	1	-2	2.6
COc1ccc(CN2C[C@@H](CO)O[C@@H](n3cnc4c(N5CCOCC5)ncnc43)C2)cc1	-1	-23	2	20*	0.5	3	-2	-2	2	0.6
CCSc1ncc(Cl)c(C(=O)Nc2sc3c(c2C(=O)NCc2cccnc2)CCCC3)n1	0	-4	0	7	0.3	-4	28	2	25	0.1
CCOC(=O)C1(Cc2ccccc2)CCCN(CCCn2cccn2)C1 (stereo not given)	0	-1	-9	-4	-2.5	2	0	-11	3	0.0
Cc1cc(C)n(C(C)CC(=O)Nc2ccc3c(c2)OCO3)n1 (stereo not given)	5	4	-2	9	-0.9	1	-6	-1	-1	0.1
CCC(=O)c1cn(CC(=O)NCc2cccnc2)c2ccccc12	10	-4	0	-5	-0.2	-2	-1	0	-2	0.2
CC(=O)NCCC(=O)Nc1nc(-c2ccc3ccccc3c2)cs1	2	13	-3	-7	0.0	-1	-2	-1	2	0.2
NS(=O)(=O)c1cccc(-n2cnnn2)c1	1	3	0	1	0.4	3	0	-3	6	0.1
COc1ccccc1NC(=O)Nc1nc(C(N)CC(C)C)cs1 (stereo not given)	-13	-1	12	2	-1.1	15	1	9	3	-0.7
O=C(CN1CCCc2ccccc21)NC(=O)NCc1ccccc1	-6	-8	-7	7	0.4	0	-4	7	2	-0.3
NC(=O)c1ccc[n+](Cc2ccccc2)c1	-15	-11	3	19*	0.3	9	-5	0	7	-0.7
CCO[C@@H]1OC(C(=O)N2CCN(Cc3ccc4c(c3)OCO4)CC2)=C[C@H](c2ccc(Br)cc2)[C@H]1CCCO	-1	16	9	-39	-0.2	-1	-5	1	-8	-0.2
Cc1cccc(NC(=O)c2cccc3c2-c2ccccc2C3=O)n1	-10	-2	1	-1	3.1	6	1	13	-1	0.2
COc1cc2c(cc1NC(=O)COC(=O)c1ccc(C(C)(C)C)cc1)oc1ccccc12	11	-10	3	5	0.8	6	4	-2	7	-0.4
Cc1c(Cl)cccc1NC(=O)CSc1sc2c(O)cc(=O)[nH]c2c1C#N	7	8	39*	1	-0.2	-8	-1	-6	-2	0.1
O=S(=O)(c1ccc(F)cc1)N1CCN(S(=O)(=O)c2ccc3c(c2)OCCO3)CC1	-2	-3	2	2	0.9	1	3	12	-1	1.1

Two compounds picked at random from the list so far:
SMILES	ASAP1 inh	ADAM10 inh	rCAG binder	sPLA2-III inh	GAA850 FXN act	Tn6 DDE FP	NPR2 activator	ARFGAP1 inh	NPR1 activator	KLK7 zymogen act
O=C(CN1CCCc2ccccc21)NC(=O)NCc1ccccc1	-6	-8	-7	7	0.4	0	-4	7	2	-0.3
CCC(=O)c1cn(CC(=O)NCc2cccnc2)c2ccccc12	10	-4	0	-5	-0.2	-2	-1	0	-2	0.2

(continued)
SMILES	ASAP1 inh	ADAM10 inh	rCAG binder	sPLA2-III inh	GAA850 FXN act	Tn6 DDE FP	NPR2 activator	ARFGAP1 inh	NPR1 activator	KLK7 zymogen act
NC(=O)c1ccc(NC(=O)CCCN2C(=O)c3ccccc3C2=O)cc1	17	2	1	6	-0.9	5	-6	3	0	-0.6
CC(C)N1CCCCC(NC(=O)C(C)(C)C)C1=O (stereo not given)	x	-1	1	-5	x	-2	2	x	3	-0.3
Cc1cc(Oc2cccnc2)ccc1NC(=O)CCc1c[nH]c2ccccc12	-2	-13	7	-37	x	8	0	-2	-3	0.1
COC(=O)CSc1nnc(SCc2ccccc2)s1	-11	-6	-5	-14	1.1	4	1	2	35	0.9
O=C(CNC(=O)c1ccc2c(c1)OCCO2)N/N=C/c1ccco1	-1	1	-1	1	1.7	3	-1	7	2	1.2
NNc1ccccc1C(F)(F)F	6	-2	0	-3	2.5	3	3	1	3	-0.8
Cc1cc(C)cc(-n2c(C)cc(/C=C3\C(=N)N4N=C(CC(C)C)SC4=NC3=O)c2C)c1	-2	2	1	-4	0.7	-6	-2	-13	0	-0.8
Cc1ccc(NC(=S)N2CCN(CCN3C(=O)c4cccc5cccc(c45)C3=O)CC2)cc1	1	-14	-1	1	0.2	-1	1	9	5	0.0
Cc1[nH]c(C)c(C(=O)/C=C/c2ccc([N+](=O)[O-])cc2)c1C	-9	4	5	4	5.5	-4	-6	1	-10	0.5
CCC(CC)C(=O)NCc1ccc2c(c1)cc(C)n2C	13	-22	0	6	2.6	15	3	1	2	0.8
CS(=O)(=O)N1CCN(c2ccc(NC(=O)c3ccc(-c4ccc(Cl)cc4)o3)cc2)CC1	7	0	0	-1	1.3	3	3	-5	-7	-0.1
Cc1oc(-c2cccs2)nc1CS(=O)CC(=O)NCCCOC(C)C (stereo not given)	-3	-4	4	-4	-0.3	2	-1	-6	-1	0.7
COc1ccc(Cl)cc1Nc1nc(-c2cccnc2)cs1	10	-2	24	-3	1.2	8	-3	8	-1	-0.5
CCCC(=O)NNC(=O)c1ccoc1C	0	4	5	-3	-1.4	2	-3	-12	0	-0.3
O=C(COC(=O)CNC(=O)c1ccco1)Nc1ccccc1OC(F)F	5	-1	-6	6	0.8	-2	-2	22	3	0.5
CN(CCn1ccnc1)Cc1cn(Cc2ccccc2)nc1-c1ccc2c(c1)OCO2	-15	1	-5	-20	2.9	4	-5	3	0	0.2
Cc1cc(=O)oc2cc(OC(C)C(=O)NC3CCN(Cc4ccccc4)CC3)ccc12 (stereo not given)	5	-71	-5	-2	0.0	4	-2	-7	-9	0.0
CC[C@@H]1[C@H]2CCCC(=O)N3CC[C@@H](C[C@@H]1OC(=O)NCc1ccccc1)[C@@H]23	8	-5	-5	4	0.3	-7	-1	14	0	-0.5
Cc1ccc(C2(C)NC(=O)N(CC(=O)N3CC(=O)Nc4ccccc43)C2=O)cc1 (stereo not given)	0	-1	4	6	-0.2	-4	-1	6	7	0.1
Cc1cc(C)cc(OC(=O)C23CCC(C)(C(=O)O2)C3(C)C)c1 (stereo not given)	9	-9	-6	2	1.4	-5	0	-1	1	-0.1
O=[N+]([O-])c1ncn(Cc2c(Cl)cccc2Cl)n1	0	-4	-1	-3	-0.9	10	-1	-8	2	0.1

Source: PubChem
